Screening data as filed in PubChem BioAssay.
BLM inh: blocks DNA unwinding by human BLM helicase; actives 0.2% (n = 350,000); recombinant BLM DNA unwinding, fluorescence dequenching; AID 2528; Potency, µM (top dose mostly 56.1 µM), for inactives: top-dose activity change, negative = inhibition, actives largely listed as inhibitors;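 note: potency is the fitted concentration of half-maximal effect; plate controls were vehicle for no effect and no enzyme for full effect; nearly all actives have a fitted effect of over 35% in size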
APEX1 inh: inhibitors of human APE1 endonuclease; recombinant APE1, TAMRA/BHQ-2 abasic DNA cleavage fluorescence; Potency, µM (series often up to 65.8 µM), for the others: top-dose activity change, negative = inhibition, actives largely listed as inhibitors; actives 0.35% (n = 350,000); AID 2517;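 note: potency is the fitted concentration of half-maximal effect; plate controls were vehicle for no effect and reference inhibitor for full effect; nearly all actives have a fitted effect of over 55% in size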
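Substrate: short duplex with […] THF abasic site, 5'-TAMRA and 3'-BHQ-2, 50 nM final. APE1 at 0.75 nM, preincubated 15 min RT with compound. Fluorescence increase from first to third read measured activity.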
RXFP1 antagonist: antagonists of human relaxin receptor RXFP1. HEK293-RXFP1, relaxin-stimulated cAMP HTRF, 30 min; stronger effect = lower value. activity change, negative = inhibition, % at 57.5 µM. actives 0.59% (n = 350,000);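 active = activity change of -60% or lower, but not beyond a set lower limit; inconclusive = change between -60% and -40%, or beyond the set limit; inactive = change above -40%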; note: % is set by controls: 0 for no effect and ±100 for the full control effect
Target sequence (Q9HBX9 whole entry, looked up): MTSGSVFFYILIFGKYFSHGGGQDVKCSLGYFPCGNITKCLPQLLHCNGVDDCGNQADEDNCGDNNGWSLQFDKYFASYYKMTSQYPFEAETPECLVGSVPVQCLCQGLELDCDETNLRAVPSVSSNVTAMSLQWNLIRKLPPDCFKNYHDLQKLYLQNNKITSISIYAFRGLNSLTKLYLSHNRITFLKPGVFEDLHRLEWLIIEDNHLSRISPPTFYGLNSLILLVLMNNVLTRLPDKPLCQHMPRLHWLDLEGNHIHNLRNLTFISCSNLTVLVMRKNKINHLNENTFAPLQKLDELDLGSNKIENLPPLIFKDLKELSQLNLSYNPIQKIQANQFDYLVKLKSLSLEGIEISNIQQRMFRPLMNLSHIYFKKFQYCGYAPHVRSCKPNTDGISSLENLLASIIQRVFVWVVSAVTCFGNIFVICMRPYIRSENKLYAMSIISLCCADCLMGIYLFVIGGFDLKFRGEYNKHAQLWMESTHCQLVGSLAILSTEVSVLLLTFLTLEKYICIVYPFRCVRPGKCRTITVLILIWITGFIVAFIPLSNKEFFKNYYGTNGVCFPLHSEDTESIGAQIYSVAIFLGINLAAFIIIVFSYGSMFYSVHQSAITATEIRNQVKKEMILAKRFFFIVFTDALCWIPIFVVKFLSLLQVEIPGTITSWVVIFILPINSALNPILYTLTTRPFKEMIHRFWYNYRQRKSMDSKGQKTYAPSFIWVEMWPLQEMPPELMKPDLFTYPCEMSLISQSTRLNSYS
Pol eta inh: blocks human DNA polymerase eta activity; Q9Y253; recombinant Pol eta, fluorescent DNA replication assay; Potency, µM (top dose mostly 114 µM), without a hit: top-dose activity change, negative = inhibition, hits mostly inhibitors; actives 1.2% (n = 390,000); AID 588591; note: potency is the fitted concentration of half-maximal effect; % is set by controls: 0 for no effect and ±100 for the full control effect
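Pol eta (10 nM) was preincubated with compounds for 15 min at room temperature, after which fluorescent replication substrate (50 nM final) was added to start the reaction. Fluorescence was read kinetically at 0 and 10 min.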
PGK inhibitor: blocks T. brucei phosphoglycerate kinase. AID 602233. Potency, µM (series often up to 57.5 µM), inactives show top-dose activity change, negative = inhibition, most hits filed as inhibitors. PGK/GAPDH coupled, Kinase-Glo luminescence, 60 min. actives 0.043% (n = 380,000). P07378; note: potency is the fitted concentration of half-maximal effect; % is set by controls: 0 for no effect and ±100 for the full control effect; nearly all actives have a fitted effect of over 60% in size
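Luminescent ATP detection (Kinase-Glo Plus) follows a 60-minute room-temperature incubation, with wells lacking PGK as controls. Buffer: 100 mM TEA (pH 7.6), 5 mM MgCl2, 0.01% Tween-20. Coupling enzyme GAPDH (100 nM final) supplies unstable 1,3-BPG in-well.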
POLK inh: inhibitors of human DNA polymerase kappa; Potency, µM (top dose mostly 107 µM), without a hit: at the highest dose activity, negative = inhibition, most hits filed as inhibitors; Q9UBT6; actives 0.53% (n = 400,000); purified Pol kappa, fluorescent DNA synthesis assay, 10 min; AID 588579; note: potency is the fitted concentration of half-maximal effect; % is set by controls: 0 for no effect and ±100 for the full control effect
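Pol kappa 10 nM + cpd, 15 min RT; start w/ substrate 50 nM final; fluorescence kinetic read, 0 and 10 min. Neg ctrl: buffer, no enzyme.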
POLB inh: blocks human DNA polymerase beta activity; Pol beta primer extension/strand displacement, fluorescence kinetic; P06746; actives 1.3% (n = 340,000); Potency, µM (series often up to 114 µM), without a hit: at the highest dose activity change, negative = inhibition, hits mostly inhibitors; AID 485314; note: potency is the fitted concentration of half-maximal effect; % is set by controls: 0 for no effect and ±100 for the full control effect
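Preincubation: enzyme (10 nM) with compound, 15 min, RT. Reaction: substrate added to 50 nM final. Reads: 0 and 10 min. Analysis: normalized, Hill fit.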
Pol iota inh: inhibitors of human DNA polymerase iota | Pol iota fluorescent replication assay, 10 min | actives 1% (n = 390,000) | Potency, µM (highest dose often 115 µM), for inactives: at the top dose activity, negative = inhibition, hits mostly inhibitors | Q9UNA4; note: potency is the fitted concentration of half-maximal effect
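Fluorescent replication assay read twice, at 0 min and 10 min after adding 50 nM (final) substrate. Enzyme (10 nM) and compounds were first incubated 15 min at room temperature; enzyme-free buffer wells were negative controls.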
Apoferritin bind: candidate novel general anesthetic via apoferritin binding; Potency, µM (doses to about 77.5 µM), for inactives: at the highest dose activity change, negative = displacement, actives largely listed as inhibitors; actives 0.074% (n = 350,000); P02791; AID 485281; apoferritin/1-aminoanthracene competitive binding, fluorescence; note: potency is the fitted concentration of half-maximal effect; % is set by controls: 0 for no effect and ±100 for the full control effect; nearly all actives have a fitted effect of over 20% in size
Target sequence (P02791 2-175 limits assumed): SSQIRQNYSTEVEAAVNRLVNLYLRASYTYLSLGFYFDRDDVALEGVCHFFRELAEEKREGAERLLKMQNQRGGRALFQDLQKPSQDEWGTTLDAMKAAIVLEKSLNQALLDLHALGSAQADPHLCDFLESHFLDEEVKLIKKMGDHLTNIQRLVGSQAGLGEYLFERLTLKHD
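In PBS, apoferritin at 10 uM is loaded with 1-AMA from a 50% saturated solution. After 10 min of compound exposure at ambient temperature, reduced 535 nm fluorescence indicates probe displacement.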
The depositor's hits bear a star; i = inactive; ? = inconclusive; nt = not tested or not shown; & = joins results of further samples; [ ] = dose if it differs, or a comment. Unless noted, calls come from the whole dose curve; as a rule, active = well fitted curve in the direction sought with a large enough effect; inconclusive = small, poorly fitted or top-dose-only effect, or another doubt; inactive = no such curve, though single readings can be large; an effect the other way counts as inactive or inconclusive. A portion of the library; rates above refer to the full screens.

Screens in order: Pol eta inh, BLM inh, RXFP1 antagonist, POLB inh, PGK inhibitor, Pol iota inh, POLK inh, APEX1 inh, Apoferritin bind
- C[C@@H]1CN(C2CCN(Cc3nc(CC4CC4)no3)CC2)C[C@H](C)O1
  -13%, -5%, 13, 3%, -2%, 47%[activator], -9%, 4%, -2%
- COc1ccc(/C=N/NC(=O)c2cccs2)c2ccccc12
  -14%, nt, -15, nt, i, ?, -24%, nt, nt
- COc1ccc(NC(=O)c2ccc(NC(=O)CCS(=O)(=O)c3cccs3)cc2)cc1OC
  -21%, -8%, nt, 13%, 11%, 19%, -15%, nt, -1%
- COc1cc(/C=C/C(=O)OCC(=O)Nc2ccc(Cl)cn2)ccc1O
  56µM*, nt, -3, nt, -1%, 35µM*, ?, ?, nt
- COC(=O)c1c(NC(=O)c2c(OC)cccc2OC)sc2c1C(C(=O)OC)CC2 (stereo not given)
  -13%, -7%, -6, 4%, -2%, -14%, -15%, 23%, 4%
- CCOC(=O)CC(NC(=O)c1ccco1)c1ccc(OC)cc1 (stereo not given)
  -9%, 0%, -7, 20%, -9%, 11%, 1%, -3%, -8%
- CCN(CC(=O)Nc1cc(Cl)ccc1C)C(=O)c1nc2nc(C)cc(C)n2n1
  -3%, nt, -5, nt, i, 18%, 13%, 6%, nt
- O=C(NCc1ccc2c(c1)OCO2)C1CCC(CNS(=O)(=O)c2ccccc2)CC1 (stereo not given)
  -17%, 4%, -2, 16%, -6%, 3%, -6%, 12%, -5%
- CC(NC(=O)c1ccc(F)cc1)C(c1cccs1)N1CCN(C)CC1 (stereo not given)
  -8%, -7%, 1, 15%, -6%, -1%[58.9 µM], -25%, 8%, 33%[activator]
- Cc1ccc(C)c(C(=O)COC(=O)CCCC(=O)Nc2cc(C(F)(F)F)ccc2Cl)c1
  -25%&-25%, -13%&-7%, -11&-7, 3%&25%, 7%, 26%&-11%, -8%&-13%, 15%, -15%&-15%
- CCCCN(C(=O)CSc1c(C)c(C)cc(C)c1C)c1c(N)n(CCC)c(=O)[nH]c1=O
  -16%, nt, -2, nt, -3%, 11%, 0%, 8%, nt
- Cc1sc(NC(=O)C2CCCO2)c(C(N)=O)c1C (stereo not given)
  ?, -14%, 2, -5%, 5%, ?, -16%, 18%, -3%
- COc1cc(/C=C2/C(=N)N3C(=NC2=O)SN=C3S(C)(=O)=O)ccc1OS(=O)(=O)c1ccc(C)cc1
  79µM*, -11%, -11, ?, -9%, ?, -28%, -16%, -17%
- Cc1ccc(S(=O)(=O)Nc2c(C(=O)O)[nH]c3ccccc23)c(C)c1
  -3%, -1%, -34, 4%, -3%, 17%, 0%, 10%, 2%
- CCOC(=O)c1[nH]c2ccc(C(=O)OC)cc2c1C(=O)OCC
  -12%, -2%, nt, 1%, i, 42%[activator], 8%, 24%, -17%
- O=C(NNC(=O)C12CC3CC(CC(Br)(C3)C1)C2)c1ccccc1F
  -10%, nt, 7, nt, -1%, 22%, -10%, 12%, nt
- CCCCc1c(O)nc(SCC(=O)N2CCCCC2)[nH]c1=O
  -2%, -7%, -3, -3%, -1%, 48%[activator], -14%, 23%, -1%
- O=C(c1cc(-c2ccc(Br)cc2)on1)N1CCc2ccccc2C1
  3%, 0%, 5, 49%, -3%, 87%[activator], -15%, -11%, 4%
- Cc1cc(C)n2nc(SCC3COc4ccccc4O3)nc2n1 (stereo not given)
  -12%, -1%, 30, 14%, -8%, -12%, -11%, -6%, -20%
- N=c1sccn1CC(=O)Nc1cc(Cl)ccc1Oc1ccccc1
  -17%, -14%, -23, 9%, -1%, 26%, -10%, 4%, -20%
- COc1cc(/C=C2\C(=N)N3N=C(S(=O)(=O)CC(C)C)SC3=NC2=O)ccc1OC(=O)c1ccco1
  nt, -9%, nt, -22%, nt, nt, nt, -4%, -23%
- CC1CCN(c2ccc3nnc(CCC(=O)Nc4cc(F)ccc4F)n3n2)CC1
  -19%, -3%, 32, 21%, -2%, 52%[activator], -10%, -5%, -2%
- N#Cc1cccc(Cn2cc(C(F)(F)F)ccc2=O)c1
  -16%, -8%, 3, 3%, -2%, 3%[58.9 µM], -12%, 3%, 30%[activator]
- O=C(COC(=O)c1sc2ccccc2c1Cl)Nc1ncc(Cl)cc1Cl
  ?, -11%, -6, -19%, -1%, 38%[activator], -21%, -2%, -11%
- O=C(NC1CCCCCC1)c1ccc([N+](=O)[O-])s1
  -11%, nt, 19, nt, -8%, -18%, -3%, 2%, nt
- C(=C\c1nc(N2CCCC2)c2ccccc2n1)/c1ccccc1
  -18%, 2%, ?, -27%, -10%, 40%[activator], -10%, 3%, 26%
- COCCN1C(=O)C(O)=C(C(=O)c2ccco2)C1c1cccc(Oc2ccccc2)c1 (stereo not given)
  -8%, 2%, 16, 14%, -2%, -7%, -15%, 14%, -16%
- O=C(Nc1cccc(NC(=O)C2C3CC4OC(=O)C2C4C3)c1)c1ccccc1 (stereo not given)
  -1%, 0%, 2, ?, -2%, 38%[activator], 0%, 4%, -7%
- COc1ccc(NS(=O)(=O)c2c(C(=O)N3CCCCCC3)c(C)n(C)c2C)cc1
  -10%, -2%, 29, -2%, -8%, -12%, -11%, 47%[activator], -9%
- COc1ccccc1OCC(=O)Nc1ccc(S(=O)(=O)Nc2onc(C)c2C)cc1
  -3%, -4%, 19, 11%, 0%, 9%, -6%, 17%[12.4 µM], -11%
- Cc1cccc(NC(=O)CN2C(=O)CC(c3ccccc3)Sc3ccccc32)c1 (stereo not given)
  -16%, -12%, nt, 1%, -9%, 19%, 9%, nt, 20%
- CN(Cc1ccccc1F)C(=O)c1ccc2c(=O)n3c(nc2c1)CCC3
  -9%, nt, 2, nt, 0%, -1%, -10%, 21%, nt
- Cc1cccc(N2CCN(C(=O)Cc3ccc(-n4c(=O)[nH]c5ccsc5c4=O)cc3)CC2)c1C
  ?, 2%, nt, -11%, -4%, 20%, -7%, 17%, -1%
- Cn1c(N)c(C(=O)CSc2nc(N)cc(N)n2)c(=O)n(C)c1=O
  -13%, 1%, 7, -1%, -4%, 38%[activator], -24%, -6%, 0%
- CCCc1cc2c(=O)c(-c3ccccn3)coc2cc1OC
  -4%, -2%, 1, 0%, -10%, 18%, 2%, 10%, -11%
- O=C1c2cccnc2C(=O)N1CNc1ccc(Cl)cc1
  -4%, -2%, 2, 0%, -9%, -2%, 4%, 9%, -6%
- CCCC1=Nc2cc(C(=O)NC3CCCCC3)ccc2Sc2ccc(C)cc21
  -11%, -17%, -30, 3%, 9%, 24%, -12%[60.1 µM], nt, 7%
- CC(C)(C)c1ccc(-c2nc3[nH]c(=O)cc(NC(=O)c4ccco4)n3n2)cc1
  7%, -2%, -18, 8%, -5%, 8%, -4%, 15%, 1%
- COc1ccc2cc(-c3cc(C(=O)OCC(=O)NC4CCS(=O)(=O)C4)c4ccccc4n3)ccc2c1 (stereo not given)
  ?, -19%, -6, -28%, -6%, ?, -19%, -5%, 48%[activator]
- COc1ccc2nc3sc(C(=O)N4CCN(c5ccccc5)CC4)cc3cc2c1
  -12%, -1%, nt, -5%, i, 7%, 10%, nt, 0%
- Cc1c(C(c2ccc([N+](=O)[O-])cc2)c2c(C)n(C)n(-c3ccccc3)c2=O)c(=O)n(-c2ccccc2)n1C
  -6%, -4%, 7, 10%, -5%, -3%, -5%, 2%, -11%
- COc1cccc(OC)c1C(=O)NC(=O)NNc1cc(C(F)(F)F)cc(C)n1
  -4%, -1%, 7, 13%, i, 52%[activator], -15%, 4%, -8%
- NC(=O)C1CCN(C(=O)Cn2c(-c3cccs3)cc3ccccc32)CC1
  -18%, 2%, 3, 15%, -2%, 9%, 2%, nt, -11%
- O=C(N1CCCCC1)C12CC3CC(CC(C3)C1)C2
  -10%, 3%, -21, 0%, i, -1%, -3%, 17%, 4%
- CCOC(=O)c1ccc(CN(Cc2ccc(OC)cc2)S(=O)(=O)c2cccc(C(F)(F)F)c2)cc1
  4%, -10%, -9, 36%, 5%, -8%, -8%[60.1 µM], nt, 60%[activator]
- O=C(Nc1ncc([N+](=O)[O-])s1)c1cccs1
  -10%&7%, -3%&-3%&-5%, -7&-20, 33%&4%, ?, ?, 4%, -12%&-14%, -13%&-13%
- Cn1nnnc1SCC(=O)N1CCc2ccccc2C1
  -6%, -3%, -4, 6%, i, 24%, 8%, 5%, ?
- CN(CC(=O)Nc1ccccc1Cl)C(=O)CSc1nnc(-c2ccco2)n1C
  -9%, nt, -9, nt, -5%, ?, -3%, 4%, nt
- COc1ccc(CC(=O)Nc2cc(S(=O)(=O)N3CCOCC3)ccc2N2CCCC2)cc1OC
  -3%, nt, 11, nt, -4%, -11%, -7%, 5%, nt
- O=C(O)C1=CC[C@@H](c2ccc(Cl)cc2)N(S(=O)(=O)c2ccc(Cl)cc2)[C@H]1c1ccccc1
  -13%, nt, nt, nt, -8%, 9%, 4%, 36%, nt

(list continues)
Screens in order: Pol eta inh, BLM inh, RXFP1 antagonist, POLB inh, PGK inhibitor, Pol iota inh, POLK inh, APEX1 inh, Apoferritin bind
- Cc1nnc(SCc2ccc(Cl)cc2Cl)[nH]c1=O
  -7%, -1%, -8, 9%, -11%, 24%, 2%, 0%, 6%
- COCCN(CC1CCCN(C2Cc3ccccc3C2)C1)C(=O)CCC(F)(F)F (stereo not given)
  -15%, -3%, 1, 9%, 3%, 43%[activator], 3%, 16%, -3%
- Cc1ccc(-c2cc(C(=O)NCc3cccnc3)no2)cc1
  -21%, -8%, -1, ?, 0%, ?, -5%, 1%, -2%
- CCOc1ccc(-c2c(C(=O)N/N=C(\C)c3cccnc3)nnn2-c2nonc2N)cc1
  -5%, -10%, -7, 23%, -1%, ?, -9%, -2%, -12%
- COc1ccc(C2C(C(=O)NCCN3CCOCC3)c3ccccc3C(=O)N2C2CCCCC2)cc1 (stereo not given)
  -8%, 1%, 0, -26%, -5%, 19%, -4%, 2%, -6%
- Cc1cc(NC(=O)COC(=O)c2cc(S(=O)(=O)N3CCOCC3)ccc2N2CCCCC2)no1
  -8%, -2%, -7, 3%, 0%, -5%, -8%, 5%, ?
- COc1ccc(-c2nc(SCC(=O)N3CCN(c4ccc(F)cc4)CC3)n[nH]2)cc1
  -12%, 0%, -9, -16%, i, 3%, -10%[60.1 µM], nt, 58%[activator]
